miR122 inh = inhibitors of miR-122 in Huh7 cells; Huh7 miR-122 Renilla luciferase sensor, 48 h; neutral wells = 0, positive control = 100; activation (reporter increase), % at 12.5 µM; actives 0.3% (n = 340,000);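 active = mean replicate activation score at least 90 and every replicate individually at or above 90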;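 note: higher luciferase means less miR-122 activity so hits act as miR-122 inhibitors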
Numbers without * were called inactive.

SMILES	miR122 inh
COCCn1nnnc1C(C(C)C)N(Cc1ccccc1)Cc1cc2cc(OC)ccc2[nH]c1=O (configuration not stated)	-7
CC1(C)Cc2c(sc3ncn4nc(CCC(=O)O)c(=O)nc4c23)CO1	-2
Cc1ccc(S(=O)(=O)N2CCCCC2C(=O)N2CCN(Cc3ccccc3)CC2)cc1 (configuration not stated)	-9
Brc1ccccc1OCCOCCOc1cccc2cccnc12	-9
COc1cc(C(=O)O)cc(OC)c1OCc1cc(C(=O)O)oc1C	-1
CC(C)(NO)/C(=N\O)c1ccc(Cl)cc1	4
C#CCOCCOCCOCCNc1nc(N2CCN(C(=O)[C@H](CCC(=O)O)n3cc(C(N)CC(C)C)nn3)CC2)nc(N2CCN(C(=O)[C@H](CCC(=O)O)n3cc(C(N)CC(C)C)nn3)CC2)n1 (some centres not stated)	-23
Cc1nnc(SCCn2c(N3CC(C)CC(C)C3)nc3c2c(=O)[nH]c(=O)n3C)s1 (configuration not stated)	-2
CC(C)C1(C)C(=O)N=C2c3ccccc3C(=O)N21 (configuration not stated)	-2
O=C(Nc1cc(C(F)(F)F)ccc1-n1cncn1)c1ccc(Br)cc1	3
CCOC(=O)c1sc2ncn(/N=C/N(C)C)c(=O)c2c1C	2
CC1CC(=O)N(Cc2ccccc2)c2ccccc2N1C=O (configuration not stated)	-3
O=C(Nc1ccc(Cl)cc1)C1CC=CCC1C(=O)OCC(F)(F)C(F)F (configuration not stated)	13
COc1ccc(C(=O)N/C(N)=N/c2nc3ccccc3o2)cc1	-8
CCCCc1ccc(NC(=O)COCC)cc1	-1
O=C(NC1CCCCCCC1)NC1CCCCC1	-1
COc1ccc2cc3cc(C(=O)NCc4ccc5c(c4)OCO5)oc3nc2c1	-5
O=C(Cc1ccccc1)N1CCN(C(=O)c2ccco2)CC1	4
CCOC(=O)C1CCCc2c1[nH]c1c(C(=O)O)cccc21 (configuration not stated)	-2
C=CCc1c(C)nc(C)nc1N/N=C/c1ccc(N(C)C)cc1	3
CN(C)c1nc2ccc(OCCN3CCCCC3)cc2s1	1
CCOC(=O)N1CCN(S(=O)(=O)c2cc(Br)cnc2N)CC1	-5
CCOC(=O)N1CCN(C(=O)c2ccc(CNS(=O)(=O)c3ccc(C)cc3)cc2)CC1	-4
C/C(=N\NC(=O)c1ccc(C)cc1)C1C(=O)c2ccccc2C1=O	-1
O=C(Nc1ccccc1)/C(=C/c1ccc([N+](=O)[O-])cc1)NC(=O)c1ccccc1	3
CCc1ccccc1NC(=O)c1cc2ncc(Br)cn2n1	-1
CCS(=O)(=O)c1ccc2oc(Nc3cc(C)cc(C)c3)nc2c1	2
Cc1ccc(/C=c2\sc3n(c2=O)CN(c2cccc(Br)c2)CN=3)o1	-2
COc1cc(N2CCCC2)c(OC)cc1/C=C(/C#N)c1ccc(Br)cc1	-15
Oc1ccc(/C=N/n2c(-c3ccco3)csc2=Nc2cccnc2)c(O)c1	6
O=C(Cc1ccc(-n2cccc2)cc1)N1CCN(c2ccccc2F)CC1	-4
O=C(NCC1CCCO1)c1cccc(NC(=O)c2ccco2)c1 (configuration not stated)	2
O=C(NCC(=O)N(c1cccnc1)C(C(=O)NC1CCCCC1)c1cccnc1)c1ccco1 (configuration not stated)	4
CC(=O)N1CCN(C(=O)CC2OC(=O)c3ccccc32)CC1 (configuration not stated)	2
Cc1c(C(=O)O)oc2c1ccc1ccccc12	3
CCOC(=O)Cn1cc(C=O)c2ccccc21	-27
COc1ccc(C(=O)O)cc1S(=O)(=O)N(C)CCc1cccnc1	-3
Cc1ccc(-c2nnc(SCC(=O)Nc3ccc(S(=O)(=O)N4CCCCCC4)cc3)o2)cc1	-3
COc1ccccc1-n1cnnc1SCC(=O)Nc1nc(C)c(Cl)cc1Cl	-1
O=C(c1ccc(Cl)cc1)N1CCC(O)(CSc2ccccc2)CC1	0
CCCOC(=O)NC(CC)COC(=O)Nc1cccc(C)c1C (configuration not stated)	-2
CCOc1ccc(-n2c(C)nc3c(cnn3-c3ccc(Cl)cc3)c2=O)cc1	-11
CCC(Sc1nnc(-c2ccc(C)c(Cl)c2)n1CC)C(=O)Nc1nccs1 (configuration not stated)	16
COC(=O)C1=C(C(=O)OC)[C@@H]2N(Cc3ccccc3)c3ccccc3[C@@]23C[C@@H](C(=O)OC)N(C(=O)COCc2ccccc2)C3=N1	2
CCN(CC)C(=O)[C@H]1C[C@H](CC(=O)NC/C=C(\C)CCC=C(C)C)C(=O)N2CCc3c([nH]c4cc(CCC(=O)N(C)C)ccc34)[C@]12C	-17
CCOC(=O)N1CCN(C(=O)c2cn(-c3ccc(C)c(C)c3)c(=O)c3ccccc23)CC1	-2
Cc1cc[n+](-c2nc3ccccc3nc2C(=C=[N-])C#N)cc1	-3
Cc1oc2ccccc2c1-c1cn2c(n1)SCC2	-3
CCCCC(NC(=O)c1ccc(Cl)cc1)C(=O)O (configuration not stated)	-4
Cn1c(SCC(=O)NC2CCCC2)nnc1-c1ccc(S(=O)(=O)N2CCOCC2)cc1	-22
COC(=O)c1ccc(/C=N/Nc2nc(-c3ccccc3)cs2)cc1	1
COc1ccccc1CNC(=O)c1cnn2c(C(F)F)cc(C)nc12	-10
O=C(NCc1ccncc1)C1CCN(S(=O)(=O)Cc2ccccc2)CC1	1
O=C(OCc1ccc(Cl)c(Cl)c1)c1ccccn1	-2
CC(C)CC(c1nnnn1CC1CCCO1)N1CCN(Cc2ccc3c(c2)OCO3)CC1 (configuration not stated)	7
C=CCNc1cnn(-c2ccc(C)cc2)c(=O)c1Cl	4
O=C1c2cccc3c([N+](=O)[O-])ccc(c23)C(=O)N1c1ccccn1	-14
CCC(c1nnnn1CCOC)N1CCN(Cc2ccccc2OC)CC1 (configuration not stated)	1
Cc1ccnc2nc(C(=O)NCc3cccs3)nn12	2
O=C1NC(=S)S/C1=C\c1ccc(SCc2ccco2)o1	-3
(listing goes on)
SMILES	miR122 inh
CN(C)/C=N/C(=S)Nc1ccccc1F	-1
COc1ccc(C(=O)NCc2nnc(SCC(=O)N3CCc4ccccc43)o2)cc1OC	-7
CCCCn1c(SCC(=O)Nc2sc3c(c2C(N)=O)CCC3)nnc1-c1ccccc1	-2
COc1ccc(-c2nnc(SCc3nnc(-c4ccccc4)o3)n2-c2ccccc2)cc1	-1
O=C(NN1CCOCC1)c1cc(-c2cccs2)nc2ccccc12	-2
O=C(NC1CCCC1)c1cc(-c2cccs2)on1	3
Cc1ccc(S(=O)(=O)c2n[nH]n3c2nc(=O)c2ccccc23)cc1	-8
C=CCNC(=O)NC(=O)COC(=O)/C(C#N)=C/c1cc(C)n(CC(C)C)c1C	-2
C=CCc1cccc2cc(NC(C)=O)c(=O)oc12	-7
CC1(C)Cc2cccc(OCC(N)=O)c2O1	1
Cc1cccc(C)c1OCC(O)CNC(C)(C)C (configuration not stated)	-2
COC(=O)C(C)n1cnc2c(nnn2-c2ccc(OC)cc2)c1=O (configuration not stated)	3
Cc1ccnc(NS(=O)(=O)c2ccc(N3C(=O)c4ccccc4C3=O)cc2)n1	1
O=C(CCS(=O)(=O)c1ccc(Cl)cc1)N1CCN(S(=O)(=O)c2cccs2)CC1	-4
Cc1nc2sc3c(c2c(=O)o1)CC(C)(C)OC3	-6
CCNc1ccc(Br)cc(C(=O)/C=C/c2ccccc2Cl)c1=O	4
O=C(N/N=C/c1cccnc1)C1CCCN(S(=O)(=O)c2ccccc2)C1 (configuration not stated)	3
COc1ccc2cc(CN(CCCN3CCOCC3)Cc3nnnn3C3CCCC3)c(=O)[nH]c2c1	-7
CCCCNC(=O)Cn1cnc2c(cnn2-c2ccc(C)c(C)c2)c1=O	-6
O=C(Nc1ccccc1)Nc1ccc(C(=O)N2CCOCC2)cc1	6
COc1ccc(C)cc1NC(=O)C1C2C=CC(C2)C1C(=O)O (configuration not stated)	3
CCn1c(SCC(=O)Nc2cc(C)on2)nc2c1c(=O)n(C)c(=O)n2C	2
O=C1NCCCCC1NC1CC(=O)N(c2ccccc2)C1=O (configuration not stated)	4
O=C(Nc1nc(-c2ccc(S(=O)(=O)N3CCCCCC3)cc2)cs1)c1ccccc1	-16

3 entries from above, arranged by the number in miR122 inh, smallest number first:
SMILES,miR122 inh
CC1CC(=O)N(Cc2ccccc2)c2ccccc2N1C=O (configuration not stated),-3
CCOC(=O)c1sc2ncn(/N=C/N(C)C)c(=O)c2c1C,2
O=C1NCCCCC1NC1CC(=O)N(c2ccccc2)C1=O (configuration not stated),4

(next part)
SMILES	miR122 inh
CC(C)(C)C(=O)Nc1nc(=S)ss1	-8
CC(C)NC(=O)CC1OC(=O)c2ccccc21 (configuration not stated)	-2
CC(C)OC(=O)[C@H]1[C@H](c2ccc(Cl)cc2)[C@@](C#N)(C(N)=O)[C@@H]2C=CC(C(N)=O)=CN21	1
O=C(/C=C/Nc1ccccc1)c1ccc(Oc2ncccn2)cc1	-6
COc1ccc(-c2ccc(OC)cc2)cc1	23
CCOc1ccccc1N1C(=O)c2ccc(C(=O)O)cc2C1=O	-6
CN1/C(=C/C=C(/C#N)C(N)=O)C(C)(C)c2ccccc21	13
COc1ccccc1NC(=O)c1oc2ccc(C)cc2c1C	4
O=C(Nc1ccc2nn(-c3ccccc3)nc2c1)c1ccco1	2
CCN1C=C(C(=O)OC)C(c2cccc(C)c2)C(C(=O)OC)=C1	1
O=C(Cn1nc(-c2cccc([N+](=O)[O-])c2)c2ccccc2c1=O)Nc1cccnc1	1
CCn1c(CCNC(=O)c2ccc(Cl)cc2Cl)n[nH]c1=S	-2
Cc1ccc(-c2nc3ncccc3o2)cc1NC(=O)c1cc2ccccc2o1	3
O=C(C[n+]1cccc(CNC(=O)c2ccc(OC(F)F)cc2)c1)Nc1ccccc1Cl	-4
CCOc1ccc(NC(=O)N2CCC(NC(=O)c3ccco3)CC2)cc1	-2
CC(C)(C#N)Nn1cnnc1	-1
O=C(CSCc1ccc(Cl)cc1)Nc1ccc(S(=O)(=O)N2CCCCCC2)cc1	0
CCNc1nc(NCC)nc(N(C)n2cnnc2)n1	-1
CCOC(=O)C1=C(CNCc2ccccc2Cl)NC(=O)NC1c1ccc2c(c1)OCO2 (configuration not stated)	-6
CC1(Cc2ccccc2C#N)C(=O)Nc2ccc(-c3ccc4[nH]ccc4c3)cc21 (configuration not stated)	21
O=C(O)c1cccc(CSc2nc(-c3ccc(Cl)cc3)cc(C(F)(F)F)n2)c1	4
COC(=O)c1sccc1NC(=S)N1CCN(c2ccc(F)cc2)CC1	0
CC1=Nn2c(nnc2-c2ccccc2F)SC1	30
COc1ccc(N(C(=O)C(C)C)S(=O)(=O)c2cccs2)cc1	8
O=c1cc(CSc2ccc(Cl)cc2)nc2nc[nH]n12	1
CCN(CC)S(=O)(=O)c1ccc(Cl)c(NC(=O)c2ccccc2C)c1	1
C=CCn1c(=O)c2ccccc2n2c(SCc3nc4ccccc4s3)nnc12	5
COc1ccc2sc3ccccc3c(=O)c2c1	2
N#Cc1ccc(CSc2nnc(Cc3cccs3)n2Cc2ccco2)cc1	-1
CCOc1ccccc1NC(=O)Cn1nnc(C(=O)Nc2ccc(C)cc2)c1N	7
O=C(NCC(=O)N(CC1CCCO1)C(C(=O)NC1CCCC1)c1ccc(F)cc1)c1ccco1 (configuration not stated)	-1
CCCn1nnc2sc3c(c2c1=O)CCC(C)C3 (configuration not stated)	-7
COc1ccc(C(O)c2nc3ccccc3n2C)cc1OC (configuration not stated)	-1
CCC(=O)NC(=Nc1nc2ccccc2s1)NC(=O)CC	-2
COc1ccc(-c2ccc(-c3nnc(Cc4ccc(OC)c(OC)c4)o3)cc2)cc1	0
CCOC(=O)c1ccc(N(CC(=O)NC2CCCC2)C(=O)CNC(=O)c2ccco2)cc1	0
CCCCn1nnnc1SCC(=O)Nc1ccc(C)cc1	4
C=C(C)COc1ccc2c(C)c(C)c(=O)oc2c1OCC(=C)C	5
CC(C)NC(=O)c1ccc2c(c1)nnn2C	3
Cc1ccc(NC(=S)c2nc3ccccc3[nH]2)cc1	10
CC(C(=O)NC1=NCCS1)N1C(=O)c2ccccc2C1=O (configuration not stated)	2
O=C(Cn1cc(C(=O)C2CC2)c2ccccc21)NCc1ccc2c(c1)OCO2	-11
Cc1cc(C(F)(F)F)n(-c2nc(C(=O)N/N=C/c3ccc(F)cc3)cs2)n1	-15
CCC(=O)Oc1ccc(C2N(C(=O)CC)CCN2S(=O)(=O)c2ccc(C)cc2)cc1OC (configuration not stated)	-4
O=C(NCc1ccco1)c1sc2ccccc2c1Cl	-1
Cc1ccc(OC(=O)c2ccc(Br)o2)cc1	0
COc1ccc(OCCC(=O)OCC(=O)NC(=O)NC(C)C)cc1	-3
COc1ccc(C(=O)OCC(=O)NCC2CCCCC2)cc1S(=O)(=O)N1CCCc2ccccc21	-1

Some of these compounds in order of length of the SMILES, rising.
SMILES	miR122 inh
CC(C)C1(C)C(=O)N=C2c3ccccc3C(=O)N21 (configuration not stated)	-2
O=C(Cc1ccccc1)N1CCN(C(=O)c2ccco2)CC1	4
O=C(N/N=C/c1cccnc1)C1CCCN(S(=O)(=O)c2ccccc2)C1 (configuration not stated)	3

The list continues:
SMILES	miR122 inh
CCN(CC)C(=O)COc1cc(C)cc2oc(=O)cc(-c3ccccc3)c12	-10
CCOC(=O)CSc1nnc(CNC(=O)Cc2ccccc2)n1C	-13
O=C(Nc1cccc(C(=O)N2CCCCCC2)c1)c1ccco1	-4
Cc1[nH]n2c(=O)cc(C(C)C)nc2c1-c1ccccc1	9
O=C(CCc1ccc(Oc2cc([N+](=O)[O-])cc([N+](=O)[O-])c2)cc1)N1CCCCC1	-5
Cc1ccccc1C(=O)N1CCN(c2ccc([N+](=O)[O-])c(N3CCOCC3)c2)CC1	10
O=C(Nc1ccc(CN2CCOCC2)cc1)c1cccs1	-17

Among those listed so far, these have a nitro group on carbon:
SMILES	miR122 inh
O=C(Nc1ccccc1)/C(=C/c1ccc([N+](=O)[O-])cc1)NC(=O)c1ccccc1	3
O=C1c2cccc3c([N+](=O)[O-])ccc(c23)C(=O)N1c1ccccn1	-14
O=C(Cn1nc(-c2cccc([N+](=O)[O-])c2)c2ccccc2c1=O)Nc1cccnc1	1
O=C(CCc1ccc(Oc2cc([N+](=O)[O-])cc([N+](=O)[O-])c2)cc1)N1CCCCC1	-5
Cc1ccccc1C(=O)N1CCN(c2ccc([N+](=O)[O-])c(N3CCOCC3)c2)CC1	10

Bioassay records deposited in PubChem by Broad Institute.

These rows are one share of the data; the hit share may differ from the screen's.
